# Compound activity from PubChem.
# P. falciparum M17LAP: P. falciparum M17LAP inhibitors, primary screen, biochemical, fluorogenic H-Leu-NHMec substrate, 1536-well (AID 1619) | one-dose inhibition, % at 30 µM; IC50 in µM for titrated hits | hit rate 0.38% among 220,000 | recombinant M17LAP, H-Leu-NHMec fluorogenic kinetic assay; higher % means a stronger effect;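 active means compound inhibiting the enzyme by more than half at any dose during confirmatory dose-response retesting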;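 further: plate controls were full reaction with DMSO carrier for no effect and no enzyme background for full effect; strong numbers were not always called active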
# human PMI inhibition: MPI enzyme activity inhibition – biochemical, fluorescence intensity, coupled assay, primary screen (AID 1209) | purified PMI enzyme, coupled fluorescence intensity; higher % means a stronger effect | inhibition, % at 20 µM; hits with a dose series show IC50 in µM | hit rate 0.42% among 190,000;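 further: plate controls were DMSO vehicle for no effect and wells lacking substrate for full effect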
# P. falciparum M1AAP: malaria alanyl aminopeptidase activity blockers – biochemical, fluorogenic H-Leu-NHMec substrate, 1536-well (AID 1445); one-dose inhibition, % at 30 µM; IC50 in µM for titrated hits; hit rate 0.42% among 220,000; recombinant M1AAP, H-Leu-NHMec fluorogenic kinetic assay; higher % means a stronger effect;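 active means primary inhibition above the hit cutoff, then over 50% inhibition at one or more dose response concentrations, cut at about 23% in these data, passing the limit was not always enough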;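 further: plate controls were DMSO full reaction for no effect and no enzyme background for full effect; strong numbers were not always called active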
# WT yeast gro inh: growth inhibition of WT yeast, mitochondrial fusion screen; inhibition, % at 10 µM; hit rate 2.1% among 190,000; mitochondrial fusion phenotypic screen, WT strain; AID 1362; in the data active means inhibition above about 58%; tested in S. cerevisiae
# LYP phosphatase: PTPN22 lymphoid phosphatase activity blockers – biochemical, fluorescence intensity, uHTS (AID 1779); recombinant LYP phosphatase, fluorescence intensity; higher % means a stronger effect; one-dose inhibition, % at 11.5 µM; IC50 in µM for titrated hits; hit rate 0.054% among 290,000;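 further: plate controls were vehicle with enzyme for no effect and no enzyme for full effect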
# PMI inhibition: human PMI inhibitors, high substrate, primary screen, biochemical, fluorescence intensity, high mannose 6-phosphate (AID 1220). recombinant PMI enzyme, coupled fluorescence intensity; higher % means a stronger effect. inhibition, % at 20 µM, or IC50 in µM where a hit was titrated. hit rate 0.66% among 190,000
# TNAP activation fold: human TNAP enzyme activators, primary screen, biochemical, luminescent, no phosphate acceptor, uHTS (AID 1001); purified TNAP, luminescent activation assay, no phosphate acceptor; higher activation fold means a stronger effect; one-dose activation fold at 20 µM; EC50 in µM for titrated hits; hit rate 0.03% among 200,000; in the data active means activation fold from about 3, or a potency from the dose series; inactive means the rest, 99 in 100 with activation fold below about 1.6; further: many of its hits are not listed in these tables
# Yfh1-depleted yeast: mitochondrial function rescue without frataxin homolog – Friedreich's ataxia, plus single-dose screen, dose response (AID 1465). S. cerevisiae Yfh1-off respiration, WST-1 reduction, 72 h; higher fold induction means a stronger effect. fold induction at 50 µM, or EC50 in µM where a hit was titrated. hit rate 0.074% among 220,000;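 active means fold induction of absorbance versus untreated yeast above a set limit, then at least 30% activation at any dose in follow-up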;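 further: activators that raise dye reduction in frataxin-depleted yeast; strong numbers were not always called active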
# XIAP displacement: XIAP antagonists, biochemical, IAP family, fluorescence polarization (AID 1018) | displacement, % at 20 µM; hits with a dose series show IC50 in µM | XIAP BIR domain, fluorescence polarization peptide displacement; higher % means a stronger effect | hit rate 0.007% among 200,000; in the data active means displacement above about 50%; further: a part of the inactive calls stands beside numbers as strong as those of hits
# WT yeast gro inh mutant strain: further read-out of WT yeast gro inh, marked with its call; inhibition, %; mitochondrial fusion phenotypic screen, mutant strain inhibition
# Starred values were filed as active, the others as inactive; i = inactive; . = not tested or not shown. Unless noted, no stated cut-off is given here; in the data, active means inhibition above about 50%; inactive means the rest.
(1) O=C(N[C@@H](Cc1c[nH]c2ccccc12)C(=O)O)c1ccc(Cl)cc1
(2) Cc1ccc(-n2nnnc2-c2cnoc2-c2cccc(F)c2)cc1
(3) N#CC1=C(SCC(N)=O)NC(=O)CC1c1ccccc1Cl (stereo not given)
(4) CCCNC(=O)c1ccccc1NS(=O)(=O)c1ccc(OC)c(OC)c1
(5) Cc1nn(C(C)C(=O)Nc2ccc3c(c2)OCO3)c(C)c1[N+](=O)[O-] (stereo not given)
(6) COc1cc(OC)c2ccc(=O)oc2c1C(CCN1CCN(c2ccccc2)CC1)c1ccc(N(C)C)cc1 (stereo not given)
(7) O=C1c2ccccc2C(=O)c2c([N+](=O)[O-])ccc(O)c21
(8) O=c1onc(-c2ccc(Cl)cc2Cl)n1-c1cccnc1
Compound,1,2,3,4,5,6,7,8
P. falciparum M17LAP,-14%,35%,-80%,-5%,9%,2%,8%,5%
human PMI inhibition,-2%,-3%,-6%,8%,11%,.,.,.
P. falciparum M1AAP,0%,-5%,15%,6%,10%,-5%,2%,7%
WT yeast gro inh,-16,7,0,-6,19,.,.,.
WT yeast gro inh mutant strain,-2,-13,-6,-2,2,.,.,.
LYP phosphatase,-6%,-2%,-3%,-5%,-1%,-2%,-4%,-8%
PMI inhibition,5%,4%,-9%,-3%,20%,.,.,.
TNAP activation fold,1.1,1.1,1.2,1,1.1,.,.,.
Yfh1-depleted yeast,i,i,i,i,i,i,i,i
XIAP displacement,6.3%,-6.3%,-2.4%,-14%,-4.3%,.,.,.

(9) Cc1nc2ccc(NC(=O)CCS(=O)(=O)c3ccc(Cl)cc3)cc2s1
(10) O=c1c(C(c2ccc(O)cc2)c2c(O)nc3n(c2=O)CCS3)c(O)nc2n1CCS2
(11) CC(C)CC(=O)NCc1ccc(F)cc1
(12) CCOC(=O)c1sc(/N=C/N(C)C)nc1C
(13) CCOC(=O)c1ccccc1N/C=C/C(=O)c1cccs1
(14) Cc1nc(N2CCCC2)c2ccsc2n1
(15) Nc1nnc(-c2ccccc2[N+](=O)[O-])o1
(16) CCCNC1=C(N(C(C)=O)c2cccc(F)c2)C(=O)c2ccccc2C1=O
Compound,9,10,11,12,13,14,15,16
P. falciparum M17LAP,8%,25%,-4%,49%,9%,-1%,4%,35%
human PMI inhibition,7%,4%,3%,-4%,2%,3%,10%,30%
P. falciparum M1AAP,-3%,10%,5%,9%,3%,1%,-3%,10%
WT yeast gro inh,11,0,3,-4,50,34,1,53
WT yeast gro inh mutant strain,6,5,1,4,20,23,4,16
LYP phosphatase,-2%,-1%,-13%,1%,-2%,-10%,1%,-4%
PMI inhibition,9%,4%,4%,-5%,8%,-3%,28%,.
TNAP activation fold,1.1,0.8,1.1,1,1,1.1,1.1,0.9
Yfh1-depleted yeast,i,.,i,i,i,i,i,i
XIAP displacement,-4.1%,-6.7%,-4.7%,-5.0%,-7.7%,-0.7%,-6.3%,0.2%

(17) CCC(=O)Nc1ccccc1C(=O)N1CCN(Cc2ccccc2)CC1
(18) Cc1cc(C)nc(Oc2ccc(Br)cc2)n1
(19) Cc1nc2ccccc2c(=O)n1/N=C/c1ccc(O)cc1O
(20) Cc1ccc(S(=O)(=O)Nc2c(C)nc3nc[nH]n3c2=O)c(C)c1
(21) N#CCc1cc2ccc3cccc4ccc(c1)c2c34
(22) Cc1ccc(CS(=O)(=O)CCC(=O)NCCN2CCCCC2C)cc1 (stereo not given)
(23) O=C(O)c1cccc(NS(=O)(=O)/C=C/c2ccccc2)c1
(24) CCOC(=O)N1CCC(N2CCN(S(=O)(=O)c3ccc(Cl)cc3)CC2)CC1
Compound,17,18,19,20,21,22,23,24
P. falciparum M17LAP,-3%,8%,5%,-15%,3%,6%,-8%,0%
human PMI inhibition,-1%,.,-20%,-24%,.,4%,-4%,14%
P. falciparum M1AAP,2%,6%,8%,7%,10%,7%,4%,8%
WT yeast gro inh,3,.,8,-22,.,-5,8,0
WT yeast gro inh mutant strain,2,.,3,10,.,-4,10,1
LYP phosphatase,-4%,-5%,0%,-4%,-6%,-7%,-5%,-4%
PMI inhibition,1%,.,-25%,-16%,.,2%,-8%,4%
TNAP activation fold,1.2,.,1,1.1,.,1.1,1.1,1.1
Yfh1-depleted yeast,i,i,i,i,i,i,i,i
XIAP displacement,-7.1%,.,-9.5%,-4.7%,.,-1.7%,-4.3%,-11%

# Gathered by group: the entries above containing a cyano group.
(3) N#CC1=C(SCC(N)=O)NC(=O)CC1c1ccccc1Cl (stereo not given)
(21) N#CCc1cc2ccc3cccc4ccc(c1)c2c34
Compound,3,21
P. falciparum M17LAP,-80%,3%
human PMI inhibition,-6%,.
P. falciparum M1AAP,15%,10%
WT yeast gro inh,0,.
WT yeast gro inh mutant strain,-6,.
LYP phosphatase,-3%,-6%
PMI inhibition,-9%,.
TNAP activation fold,1.2,.
Yfh1-depleted yeast,i,i
XIAP displacement,-2.4%,.

# (next part)
(25) CC1CCc2c(c3ccccc3[nH]c2=O)O1 (stereo not given)
(26) Cc1ccc(N(C(C)C(=O)Nc2ccc(S(=O)(=O)N3CCOCC3)cc2)S(C)(=O)=O)cc1 (stereo not given)
(27) Cc1cc(=O)n2nc(N3CCCC(C(=O)N4CCN(c5ccccc5)CC4)C3)sc2n1 (stereo not given)
(28) O=C(c1c(Cl)nc2sccn12)N(C(=O)c1c(Cl)nc2sccn12)c1ccc(Cl)cn1
(29) COc1ccc(C(CNC(=O)c2ccc(S(=O)(=O)N(C)C)cc2)N2CCCCC2)cc1 (stereo not given)
(30) Cc1ccc(C(=O)COC(=O)CCCC(=O)NC2CCCCC2)cc1[N+](=O)[O-]
(31) CC(=O)Nc1ccc(S(=O)(=O)Oc2cccc(/C=N/N=C3/NC(=O)C(CC(=O)O)S3)c2)cc1 (stereo not given)
(32) CCO[C@@H]1OC(C(=O)N2CCN(C)CC2)=C[C@H](c2ccc(C(F)(F)F)cc2)[C@H]1CCCO
Compound,25,26,27,28,29,30,31,32
P. falciparum M17LAP,7%,-18%,10%,-6%,2%,3%,35%,-2%
human PMI inhibition,-15%,5%,4%,5%,6%,-12%,5%,0%
P. falciparum M1AAP,-7%,6%,6%,5%,-4%,2%,53µM*,4%
WT yeast gro inh,-1,15,20,14,-2,-10,-2,-12
WT yeast gro inh mutant strain,8,7,1,19,5,4,1,4
LYP phosphatase,-10%,-3%,-6%,-4%,-4%,-10%,6%,-4%
PMI inhibition,-12%,7%,2%,6%,8%,-9%,10%,-4%
TNAP activation fold,0.8,1.1,1.1,1,1,1.1,1.1,1.1
Yfh1-depleted yeast,i,i,i,i,i,i,i,i
XIAP displacement,-5.2%,-7.4%,0.2%,-5.3%,-0.9%,-5.0%,-11%,0.5%

(33) COC(=O)C(C)NC(=O)COc1ccc2ccccc2c1 (stereo not given)
(34) C/C(=N\c1nc2ccccc2n1C)c1cc(Cl)ccc1O
(35) CC(C)Oc1ccc(C(CC(=O)O)c2ccc(F)cc2)cc1 (stereo not given)
(36) CCOc1ccc(C(=O)NC2CCN(S(=O)(=O)CC)CC2)cc1
(37) Cc1ccc(CNC(=O)C2CC(c3ccccc3[N+](=O)[O-])=NO2)cc1 (stereo not given)
(38) CCN(CC)Cc1c(C(=O)N2CCc3ccccc3C2)nc2ccc(Cl)cn12
(39) O=C1CC(N2CCCCC2)C(=O)N1c1ccccc1 (stereo not given)
(40) CCOC(=O)C1CCCN(C(=O)CSc2ccc(NC(C)=O)cc2)C1 (stereo not given)
Compound,33,34,35,36,37,38,39,40
P. falciparum M17LAP,4%,10%,6%,9%,4%,.,9%,15%
human PMI inhibition,5%,1%,.,5%,3%,1%,-6%,9%
P. falciparum M1AAP,9%,-4%,3%,9%,5%,.,1%,6%
WT yeast gro inh,-4,12,.,-4,-1,-5,-17,-44
WT yeast gro inh mutant strain,7,78,.,4,0,-2,9,-2
LYP phosphatase,-5%,-10%,-5%,-5%,1%,-6%,-6%,-4%
PMI inhibition,4%,-1%,.,12%,0%,6%,3%,9%
TNAP activation fold,1.1,1.1,.,1,1.1,1,1.1,1
Yfh1-depleted yeast,i,i,i,i,i,i,i,i
XIAP displacement,-4.2%,-3.1%,.,-1.5%,-8.0%,-6.7%,-4.6%,-4.1%

(41) O=C(CCCc1cccs1)Nc1ccc2c(c1)OCO2
(42) COc1ccc(NC(=O)c2cccc(F)c2)cc1Cl
(43) COc1cc2c3c(c1)C(C)CC(C)(C)N3C(=O)C2=O (stereo not given)
(44) Cc1ccc(Cl)cc1N1CCN(C(=O)CSc2ccsc2[N+](=O)[O-])CC1
(45) Cc1ccc(-c2nn(-c3ccccc3)cc2C(=O)NN2CCN(C)CC2)cc1
(46) O=C(CSc1cn(CCNC(=O)c2cccs2)c2ccccc12)NCc1ccccc1
(47) Cc1ccccc1NC(=O)/C(C#N)=C\c1ccsc1
(48) C=CCSc1nnc2c(n1)OC(c1c(C)[nH]n(-c3ccccc3)c1=O)Nc1ccccc1-2 (stereo not given)
(49) Cc1cccc2sc(NC(=O)CN3C(=O)c4ccccc4C3=O)nc12
(50) CC1(C)CN(O)CCN1O
(51) Cc1ccc(C(=O)CC(=O)c2cccc(F)c2)c(O)c1
Compound,41,42,43,44,45,46,47,48,49,50,51
P. falciparum M17LAP,19%,-3%,4%,-10%,5%,2%,3%,44%,11%,12%,-3%
human PMI inhibition,-11%,5%,13%,16%,-17%,15%,11%,1%,20%,-31%,-14%
P. falciparum M1AAP,3%,5%,7%,3%,3%,10%,9%,23%,19%,10%,3%
WT yeast gro inh,-12,12,-5,15,-6,-9,-4,0,-8,-9,69*
WT yeast gro inh mutant strain,-8,27,2,-3,8,-2,3,-3,-6,3,52*
LYP phosphatase,-5%,-4%,-3%,10%,-2%,3%,-6%,3%,-5%,-6%,0%
PMI inhibition,0%,2%,9%,18%,-14%,14%,8%,-2%,15%,-27%,-18%
TNAP activation fold,1,1.3,1,1.1,1,1,1.2,1.1,1.1,1,0.9
Yfh1-depleted yeast,i,.,i,i,i,i,i,i,i,i,i
XIAP displacement,-3.2%,-2.7%,-2.1%,0.4%,-5.5%,-14%,-3.9%,-4.6%,-2.4%,-4.4%,-2.9%

# Of the compounds above, these contain a thiophene ring, fused or not:
(13) CCOC(=O)c1ccccc1N/C=C/C(=O)c1cccs1
(14) Cc1nc(N2CCCC2)c2ccsc2n1
(41) O=C(CCCc1cccs1)Nc1ccc2c(c1)OCO2
(44) Cc1ccc(Cl)cc1N1CCN(C(=O)CSc2ccsc2[N+](=O)[O-])CC1
(46) O=C(CSc1cn(CCNC(=O)c2cccs2)c2ccccc12)NCc1ccccc1
(47) Cc1ccccc1NC(=O)/C(C#N)=C\c1ccsc1
Compound,13,14,41,44,46,47
P. falciparum M17LAP,9%,-1%,19%,-10%,2%,3%
human PMI inhibition,2%,3%,-11%,16%,15%,11%
P. falciparum M1AAP,3%,1%,3%,3%,10%,9%
WT yeast gro inh,50,34,-12,15,-9,-4
WT yeast gro inh mutant strain,20,23,-8,-3,-2,3
LYP phosphatase,-2%,-10%,-5%,10%,3%,-6%
PMI inhibition,8%,-3%,0%,18%,14%,8%
TNAP activation fold,1,1.1,1,1.1,1,1.2
Yfh1-depleted yeast,i,i,i,i,i,i
XIAP displacement,-7.7%,-0.7%,-3.2%,0.4%,-14%,-3.9%
